KLK7 zymogen act = proKLK7 (human) activation, primary screen | P49862 | purified proKLK7, EDANS-DABCYL substrate fluorescence; 100% is mature enzyme control, 0% vehicle | activation, % at 7 µM | 0.9% of 370,000 active | AID 652039;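 active = activation above the mean of all tested compounds plus 3 SD, computed per campaign excluding outliers beyond control limits, cut at about 13% in these data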
Target sequence (P49862 whole entry, looked up): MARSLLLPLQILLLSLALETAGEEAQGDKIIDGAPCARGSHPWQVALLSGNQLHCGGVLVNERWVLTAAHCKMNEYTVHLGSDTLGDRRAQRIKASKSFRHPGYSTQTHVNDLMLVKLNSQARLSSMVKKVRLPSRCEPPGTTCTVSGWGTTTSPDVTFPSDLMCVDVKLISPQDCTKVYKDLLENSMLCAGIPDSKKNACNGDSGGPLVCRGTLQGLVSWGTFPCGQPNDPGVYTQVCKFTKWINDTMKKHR
ASAP1 GAP inh = blocks human ASAP1-stimulated Arf1 GTP hydrolysis; inhibition, % at 16.5 µM; GDP FP detection; 0.19% of 360,000 active; Q9ULH1; AID 624377; in the data active = inhibition above about 25%;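 also: 0% = vehicle with enzyme and substrate and 100% = no enzyme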
PLCg1 inh = blocks human PLC-gamma1 enzyme activity; inhibition, % at 12.2 µM; P19174; purified PLC-gamma1, fluorogenic substrate, fluorescence; 0.84% of 370,000 active; AID 720700; in the data active = inhibition above about 9.5%
PLC-beta3 inh = inhibitors of human phospholipase C beta3 | Q01970 | Purified PLC-beta3, fluorogenic substrate, fluorescence | inhibition, % at 12.2 µM | 0.18% of 370,000 active | AID 720704; in the data active = inhibition above about 11%;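 also: 0% = median of compound wells on plate and 100% = full blocker control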
DDE Tn6 FP inh = DD(E)-Tn6 binding inhibition, primary FP screen. P02675. Fibrin DD(E) TRITC-Tn6 fluorescence polarization displacement. inhibition, % at 8.3 µM. 0.21% of 370,000 active. AID 720509;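 active = inhibition above a per-campaign cutoff: mean of compounds within control limits plus 3 SD, cut at about 15% in these data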;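 also: 0% = median of all compound wells on the plate and 100% = blocking peptide control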
Tn7 DDE FP = DD(E)-Tn7 binding inhibition, primary FP screen | FP displacement of FITC-Tn7 peptide from fibrin DD(E); 0% = median of compound wells per plate | P02675 | AID 720508 | inhibition, % at 8.3 µM | 0.13% of 370,000 active;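 active = inhibition above the mean of compounds falling within the control limits plus 3 SD of them, cut at about 14% in these data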;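 also: 0% = plate median of compound wells and 100% = 10 µM Aha-Tn7 peptide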
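Test system: human clot-derived fibrin DD(E) complex / Quantity: 2 µM final DD(E) protein / Incubation: 10 min plus 3 h, room temperature / Measured by: fluorescence polarization / Benchmarks: high control of 10 µM Aha-Tn7 peptide / Replicates: singlicate testing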
MBD2 DNA inh = blocks human MBD2 binding to methylated DNA | Q9UBB5 | TR-FRET, MBD2 binding to methylated oligonucleotide | inhibition, % at 4.4 µM | 0.31% of 370,000 active | AID 686964; in the data active = inhibition above about 13%
ARFGAP1 inhibitor = inhibits rat ARF GTPase activating protein 1; Q62848; Arfgap1-stimulated ARF1 GTP hydrolysis, GDP FP detection; inhibition, % at 16.5 µM; 0.26% of 360,000 active; AID 651572;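 active = inhibition above a per-plate limit, mean inhibition of low control wells plus 3 SD, cut at about 25% in these data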;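 also: 0% = DMSO wells with enzyme and 100% = wells lacking Arfgap1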
Target sequence (Q62848 1-136 limits assumed): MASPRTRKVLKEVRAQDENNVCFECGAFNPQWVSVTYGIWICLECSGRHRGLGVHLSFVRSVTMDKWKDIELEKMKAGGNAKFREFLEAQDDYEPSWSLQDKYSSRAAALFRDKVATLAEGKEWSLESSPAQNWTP
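Replicates: Single well per compound | Assay system: Truncated rat Arfgap1 GAP domain | Control set: No-Arfgap1 wells (100%) versus DMSO full-reaction wells (0%) | Times: Enzyme reaction 120 min at 25 °C after 20 min preincubation | Reagent: Human ARF1(Δ1-17)-GTP substrate | Measured by: Tracer-displacement fluorescence polarization with EDTA stop, 620/688 nm | Measure: Percent inhibition of Arfgap1-stimulated GTP hydrolysis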
UHRF1 MBD2 ctr = blocks human UHRF1 binding to methylated DNA; Q96T88; UHRF1 binding to methylated oligo, TR-FRET; inhibition, % at 4.4 µM; 0.75% of 370,000 active; in the data active = inhibition above about 21%;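 also: UHRF1 SRA domain binding a hemimethylated CpG hairpin DNA probe; 0% = median of test compound wells and 100% = reference inhibitor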
ADAM17 inh = inhibits human ADAM17; P78536; recombinant ADAM17, EDANS/DABCYL FRET peptide cleavage; inhibition, % at 6.95 µM; 0.83% of 370,000 active; AID 720648;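 active = inhibition above the mean of compounds lying between control limits plus 3 SD, set per campaign, cut at about 8.5% in these data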;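 also: 0% = DMSO-only wells as the low control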
Target sequence (P78536 215-824 limits assumed): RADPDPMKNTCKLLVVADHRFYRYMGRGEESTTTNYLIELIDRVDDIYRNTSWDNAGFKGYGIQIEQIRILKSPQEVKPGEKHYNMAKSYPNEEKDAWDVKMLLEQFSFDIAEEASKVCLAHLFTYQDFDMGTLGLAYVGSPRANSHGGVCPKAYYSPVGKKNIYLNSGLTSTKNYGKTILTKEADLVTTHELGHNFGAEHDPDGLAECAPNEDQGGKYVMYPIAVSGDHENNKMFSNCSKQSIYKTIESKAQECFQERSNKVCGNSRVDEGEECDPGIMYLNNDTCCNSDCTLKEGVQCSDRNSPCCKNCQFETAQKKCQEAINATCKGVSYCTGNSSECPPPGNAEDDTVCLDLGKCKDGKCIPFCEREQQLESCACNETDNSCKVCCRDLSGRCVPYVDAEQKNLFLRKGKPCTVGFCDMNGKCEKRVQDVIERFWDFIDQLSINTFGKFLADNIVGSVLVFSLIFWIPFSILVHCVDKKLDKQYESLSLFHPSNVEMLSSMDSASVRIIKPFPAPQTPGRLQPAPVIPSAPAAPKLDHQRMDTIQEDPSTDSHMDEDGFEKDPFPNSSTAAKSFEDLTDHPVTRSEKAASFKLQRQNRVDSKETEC
An asterisk follows results filed as active; i = inactive; . = no result given.

SMILES	KLK7 zymogen act	ASAP1 GAP inh	PLCg1 inh	PLC-beta3 inh	DDE Tn6 FP inh	Tn7 DDE FP	MBD2 DNA inh	ARFGAP1 inhibitor	UHRF1 MBD2 ctr	ADAM17 inh
O=C(C1=C[C@@H](c2ccc3c(c2)OCO3)C[C@@H](OCCCCO)O1)N1CCN(Cc2ccc3c(c2)OCO3)CC1	0.4	-10	-2	-7	4	-5	1	0	-1	0
O=C(COC(=O)CC1CC2CCC1C2)Nc1c(F)cccc1F (stereo unspecified)	0.2	3	0	7	2	1	1	-1	2	-2
CCOc1cc(N2CCOCC2)c(OCC)cc1NC(=O)c1c(-c2ccccc2Cl)noc1C	0.1	6	3	-15	-8	-9	5	8	5	-3
COCCNC(=O)C(=O)N/N=C/c1ccc(C(=O)OC)cc1	-0.2	-9	5	-2	1	4	2	11	-1	-3
Cc1ccc2c(CN3CC(C)CC(C)C3)cc(=O)oc2c1C (stereo unspecified)	-0.6	-6	11*	5	-3	1	2	-2	5	6
Cc1ccc(C(=O)OCC(=O)N2CCOCC2)cc1	-0.2	-4	-2	-8	-4	7	4	-2	2	-6
c1ccc(CNc2ncnc3[nH]ncc23)cc1	-0.2	16	1	5	-2	-3	-6	-5	8	-1
Oc1ccc(CCNc2c3ccccc3nc3ccccc23)cc1O	2.2	-5	-90	-117	-5	0	10	4	2	-221
O=C(NCc1ccc2c(c1)OCO2)C1CCCCC1	0.2	-14	0	4	1	1	-2	1	0	-1
O=C(Nc1ccc(-n2cnnn2)cc1)C(c1ccccc1)c1ccccc1	0.4	-7	3	1	5	1	-3	5	-1	1
Cc1cc(NC(=O)Cn2c(=O)c3c(ncn3CC(C)C)n(Cc3ccccc3)c2=O)no1	0.4	-4	-2	-1	-1	3	0	-3	2	-1
Cc1csc(NC(=O)c2cc3c(s2)CCCC3)n1	1.0	8	-28	-35	-2	-5	0	6	-6	2
CCOc1cc(C)c(Cl)cc1S(=O)(=O)NC1CC(C)(C)NC(C)(C)C1	-0.1	-12	10*	6	6	-2	0	5	1	3
CCCn1nc(NS(=O)(=O)c2ccccc2)c2cc3cc(C)ccc3nc21	-0.4	-10	-10	-5	4	-2	0	-5	-3	-4
Cc1ccc2oc(C(=O)NCC(c3ccco3)N3CCCC3)c(C)c2c1 (stereo unspecified)	0.2	13	1	-7	6	1	1	2	-2	-3
COc1cc(-c2cc(=O)c3c(O)c(OC)c(OC)cc3o2)cc(OC)c1O	-0.6	7	5	3	-14	7	5	14	3	2
Cn1c(SCC(=O)N2CCN(c3ccccc3)CC2)nnc1-c1ccco1	0.1	-3	0	1	2	5	-4	-5	-3	0
O=C(CC(=O)NC1CCCCC1)N/N=C/c1ccccc1F	0.1	-5	1	1	3	5	-4	3	-3	-1
O=C1[C@@H](Oc2ccccc2)[C@@H](c2ccccc2)N1c1cccnc1	-0.7	17	-1	-2	-3	-5	4	3	-2	-6
COCCNC(=O)C(c1ccc(C)cc1)N(Cc1ccccc1)C(=O)CCC(=O)Nc1ccccn1 (stereo unspecified)	0.6	2	0	-10	6	6	2	16	3	-2
CC1CCCN(CC(=O)Nc2cc(S(=O)(=O)N3CCOCC3)ccc2N2CCCC2)C1 (stereo unspecified)	-0.4	-5	1	-11	-7	3	2	-11	0	-4
Cc1ccc2[nH]c(=O)c(CNC(C)C)cc2c1	0.9	-1	-4	-7	-1	3	1	-3	-1	-19
Cn1cnnc1Sc1ccc(C(=O)OCC(=O)Nc2ccccc2)cc1[N+](=O)[O-]	-0.1	-7	3	4	2	-1	1	-5	4	2
CC1(c2nnc(-c3ccc(Cl)cc3)o2)CC(c2ccncc2)=NO1 (stereo unspecified)	-0.2	-7	2	1	2	1	1	-11	-2	-5
C[C@H](CO)N1C[C@H](C)[C@H](CN(C)C(=O)Nc2ccc(F)cc2)OCc2cnnn2CCCC1=O	-1.1	-1	-2	-1	0	2	0	4	3	-3
C=CCOc1ccc(C(=O)NC2CCCCC2)cc1	0.2	-3	3	0	5	1	1	-2	0	-2
CCOC(=O)N1CCN(c2nc3ccccc3nc2C(C#N)S(=O)(=O)c2ccc(C)cc2)CC1 (stereo unspecified)	4.7	-2	-78	-94	1	5	-6	0	-6	-29
CC1(C(=O)NS(=O)(=O)c2ccc(C#N)cc2)CCN1C(=O)Cc1ccccc1Cl (stereo unspecified)	0.1	-6	0	3	12	1	4	-5	-1	-3
CC(NC(=O)c1ccccc1Cl)C(=O)Nc1ccc2c(c1)OCO2 (stereo unspecified)	-0.1	0	-3	-3	5	-2	3	5	1	-2
CC(NC(=S)NCCc1ccccc1)C(c1cccs1)N1CCN(Cc2ccccc2)CC1 (stereo unspecified)	0.5	-4	4	5	0	-9	-1	-4	-1	2
CCOC(=O)c1c(/N=C/c2ccccc2O)sc2c1CCC2	4.5	1	-43	-43	4	-12	-4	0	-5	-4
COc1cccc(-c2cnc(C(O)c3ccc(C)cc3C)[nH]2)c1 (stereo unspecified)	-0.1	-3	0	3	7	-3	0	5	-3	0
Cc1cccc(NC(=O)C2CCN(S(=O)(=O)c3c(C)noc3/C=C/c3ccco3)CC2)n1	-1.5	12	-9	-8	6	6	-5	0	0	4
Cc1ccc(CNC(=S)Nc2ccc(NS(=O)(=O)c3ccc(C)cc3)cc2)cc1	-0.9	10	3	-6	1	3	2	14	1	0
CC1=C(C(=O)Nc2ccc(Cl)cc2)C2(CCCCC2)C(C(N)=O)C(=S)N1 (stereo unspecified)	-0.1	9	5	4	1	1	-1	7	1	6
O=C(Nc1nnc(-c2cccs2)s1)C1CC1	-1.8	-3	-2	-10	-6	-3	-2	-12	0	-10
Cc1cccc(N2C(N)=C(C#N)C(C#N)(C#N)C2c2ccccc2)c1 (stereo unspecified)	0.1	13	-64	-80	-6	0	2	-5	1	-29
COC(=O)C1CN(Cc2ccc(F)cc2)CCS(=O)(=O)N1Cc1ccc(OC)cc1 (stereo unspecified)	-0.1	.	2	-4	-15	2	1	.	3	-4
CC(C)CC(NC(=O)C1CCC(=O)N1C(=O)OCc1ccccc1)C(=O)NC(Cc1ccccc1)C(N)=O (stereo unspecified)	-0.1	3	0	-6	0	-2	3	-6	2	0
O=C(Nc1ccc(S(=O)(=O)Nc2ccccn2)cc1)c1cccc(Cl)c1	-0.1	0	2	-4	5	0	4	7	-1	0
COc1ccccc1NC(=O)NC(=O)c1ccccc1	-0.2	-18	2	-2	12	0	2	-2	-2	2
CCOC(=O)c1csc(-c2snnc2C)n1	0.5	2	3	-8	-2	-3	-2	4	0	4
O=C(OCc1nnc(-c2ccccc2)o1)c1ccc(CO)cc1	0.0	3	0	1	-1	5	-1	-12	-2	2
Cc1cccc(OCC(=O)O/N=C(\N)Cc2ccc([N+](=O)[O-])cc2)c1	-0.4	2	0	-9	-2	-1	1	20	-3	-1
COC(=O)c1cc(S(=O)(=O)N2CCCCC2C)c[nH]1 (stereo unspecified)	-0.1	12	7	-5	-2	6	8	0	4	4
CCCN(CC(=O)Nc1ccccc1C)C(=O)Cc1n[nH]c(=O)c2ccccc12	-0.9	-19	2	5	-7	-4	1	-3	-2	-2
COc1cccc(CNC(=O)CCNS(=O)(=O)c2cccs2)c1	-0.1	5	3	-1	1	-3	-4	10	1	-4
CC(C)Oc1ccc(OCCSc2nc3ccccc3n2CC(=O)O)cc1	0.3	6	1	-3	-1	6	1	6	2	-1

Shown with the structure last: five of the compounds above.
KLK7 zymogen act	ASAP1 GAP inh	PLCg1 inh	PLC-beta3 inh	DDE Tn6 FP inh	Tn7 DDE FP	MBD2 DNA inh	ARFGAP1 inhibitor	UHRF1 MBD2 ctr	ADAM17 inh	molecule
0.2	-3	3	0	5	1	1	-2	0	-2	C=CCOc1ccc(C(=O)NC2CCCCC2)cc1
4.7	-2	-78	-94	1	5	-6	0	-6	-29	CCOC(=O)N1CCN(c2nc3ccccc3nc2C(C#N)S(=O)(=O)c2ccc(C)cc2)CC1 (stereo unspecified)
0.1	-6	0	3	12	1	4	-5	-1	-3	CC1(C(=O)NS(=O)(=O)c2ccc(C#N)cc2)CCN1C(=O)Cc1ccccc1Cl (stereo unspecified)
-0.1	0	-3	-3	5	-2	3	5	1	-2	CC(NC(=O)c1ccccc1Cl)C(=O)Nc1ccc2c(c1)OCO2 (stereo unspecified)
0.5	-4	4	5	0	-9	-1	-4	-1	2	CC(NC(=S)NCCc1ccccc1)C(c1cccs1)N1CCN(Cc2ccccc2)CC1 (stereo unspecified)

Further records follow.
SMILES	KLK7 zymogen act	ASAP1 GAP inh	PLCg1 inh	PLC-beta3 inh	DDE Tn6 FP inh	Tn7 DDE FP	MBD2 DNA inh	ARFGAP1 inhibitor	UHRF1 MBD2 ctr	ADAM17 inh
CNC(=O)c1cc(S(=O)(=O)N2CC(C)OC(C)C2)ccc1N1CCCCC1 (stereo unspecified)	0.5	-2	0	-7	-4	5	-3	-6	-3	0
Cc1ccc(N(CC(=O)NN=C2CCN(C)CC2)S(=O)(=O)c2ccc(C)cc2)cc1	0.1	12	-4	-4	-7	-3	1	-2	2	-1
COCCCNC(=O)c1ccc(Cn2c(=O)c3ccccc3n(Cc3ccc(Br)cc3)c2=O)cc1	0.5	.	-1	0	1	4	0	.	1	-3
COCCn1c(=S)[nH]c2cc(C(=O)N3CCN(C4CCCCC4)CC3)ccc2c1=O	-0.6	-8	2	1	-1	5	-2	-6	-3	-1
COC(=O)c1cc(Br)ccc1OC(=O)c1cccnc1	0.9	7	-6	-2	9	13	4	-5	1	-5
COCCSc1nnc(NC(=O)C2CC(=O)N(c3ccc(Cl)cc3)C2)s1 (stereo unspecified)	-0.5	2	-4	-4	4	-3	-5	8	1	-4
C1CCc2c(nnc3c2-c2nonc2CC3)C1	-0.1	10	2	6	-2	0	0	-7	2	0
C=C[C@@H]1c2cc(C)ccc2N(S(=O)(=O)c2ccc(C)cc2)[C@H](c2ccccc2C(F)(F)F)C1(C#N)C#N	0.0	12	0	-4	-4	-5	0	-6	0	-4
CS(=O)(=O)c1ccc(Cl)c(NC(=O)COC(=O)CCCN2C(=O)c3cccc4cccc(c34)C2=O)c1	0.5	-10	-1	-8	6	1	0	6	0	-12
[NH-]c1ncnc2c1N=C[N+]2=CC=CCO	0.1	6	-11	-17	-5	-7	3	-6	0	-8
COc1ccc(S(=O)(=O)N2CCCCCC2)cc1C(=O)NC1(C)CCS(=O)(=O)C1 (stereo unspecified)	0.6	-6	-3	-3	5	0	-6	-1	1	-3
CCCn1nc(NC(=O)C2CCCO2)c2cc3ccc(C)cc3nc21 (stereo unspecified)	5.5	2	-360	i	-7	-1	-3	3	-5	-68
COC(=O)[C@@H](NCc1cccc(CN[C@H](C(=O)OC)C(C)C)c1)C(C)C	0.9	-8	0	4	3	2	-2	7	1	-1
Cc1nc2ccccc2c2c1CC(C(C)(Cl)Br)O2 (stereo unspecified)	0.3	-13	-3	-14	4	8	2	-19	3	-6
O=C1c2ccccc2C(c2nnnn2-c2ccc3c(c2)OCCO3)N1CCc1c[nH]c2ccccc12 (stereo unspecified)	-0.2	4	1	1	2	4	-5	4	-4	1
CC1CCN(C(=O)C(C)Sc2nc(-c3ccccc3)cc(C(F)(F)F)n2)CC1 (stereo unspecified)	0.6	8	2	3	0	3	-6	-6	2	-5

Screening results as filed in PubChem.
